# Source: PubChem BioAssay (several laboratories)
# Yfh1-off respiration = enhancers of respiration in Yfh1-depleted yeast, dose response, Friedreich's ataxia, plus single-dose screen (AID 1465) | S. cerevisiae Yfh1-off respiration, WST-1 reduction, 72 h; higher fold induction means a stronger effect | one-dose fold induction at 50 µM; EC50 in µM for titrated hits | 220,000 tested, 0.074% active;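 active = fold induction of absorbance versus untreated yeast above a set limit, then at least 30% activation at any dose in follow-up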;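 note: activators that raise dye reduction in frataxin-depleted yeast; strong numbers were not always called active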
# PhoP inhibition = inhibitors of PhoP regulon expression, primary screen, Salmonella Typhimurium, GFP reporter (AID 1863) | S. Typhimurium PhoP-regulated promoter GFP reporter, 4 h; higher % means a stronger effect | 300,000 tested, 0.16% active | inhibition, % at 50 µM, or IC50 in µM where a hit was titrated;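 active = inhibition over 29.93%, a cutoff 3 SD above the screen mean, later confirmed by dose response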;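 note: 0% = low Mg2+ inducing control and 100% = high Mg2+ repressing control; strong numbers were not always called active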
# West Nile virus CPE = West Nile virus antiviral activity, cell-based, CPE readout (AID 1621); 290,000 tested, 0.02% active; CPE inhibition, % at 10 µM; hits with a dose series show IC50 in µM; West Nile virus-infected cells, CPE inhibition; higher % means a stronger effect; in the data active = a potency from the dose series; note: strong numbers were not always called active
# M1AAP inhibition = P. falciparum M1AAP inhibitors, biochemical, fluorogenic H-Leu-NHMec substrate, 1536-well (AID 1445); Aminopeptidase N (Plasmodium falciparum (isolate 3D7)); recombinant M1AAP, H-Leu-NHMec fluorogenic kinetic assay; higher % means a stronger effect; one-dose inhibition, % at 30 µM; IC50 in µM for titrated hits; 220,000 tested, 0.42% active;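 active = primary inhibition above the hit cutoff, then over 50% inhibition at one or more dose response concentrations, cut at about 23% in these data, passing the limit was not always enough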;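 note: plate controls were DMSO full reaction for no effect and no enzyme background for full effect; strong numbers were not always called active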
# Siah-1 displacement = Siah-1 peptide-binding antagonists, primary screen, biochemical, fluorescence polarization, rhodamine-plectin, uHTS (AID 1817); Siah-1 / rhodamine-plectin peptide fluorescence polarization; higher % means a stronger effect; one-dose displacement, % at 20 µM; IC50 in µM for titrated hits; 290,000 tested, 0.02% active;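 active = displacement of at least 50% at 20 µM, with a fluorescence ratio check between 0.3 and a set limit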;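 note: plate controls were Siah plus tracer with DMSO for no effect and tracer alone without Siah for full effect; strong numbers were not always called active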
# XIAP antagonists = XIAP antagonists, biochemical, IAP family, fluorescence polarization (AID 1018); E3 ubiquitin-protein ligase XIAP (Homo sapiens); XIAP BIR domain, fluorescence polarization peptide displacement; higher % means a stronger effect; displacement, % at 20 µM; hits with a dose series show IC50 in µM; 200,000 tested, 0.007% active; in the data active = displacement above about 50%; note: a part of the inactive calls stands beside numbers as strong as those of hits
# ER stress rescue = rescue of cells from ER stress-induced death, primary screen, 384-well, CSM14.1, thapsigargin, ATP luminescence (AID 1222) | CSM14.1 thapsigargin-induced death rescue, ATP luminescence; higher % means a stronger effect | cellular ATP content (survival), % at 20 µM; hits with a dose series show EC50 in µM | 190,000 tested, under 10 active;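 active = EC50 below 50 µM in the dose-response confirmation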;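 note: death triggered by thapsigargin at about 15 µM added after 2 h compound pretreatment; cell ATP read after overnight thapsigargin exposure of roughly 18 to 22 hours; normalized against plate controls of thapsigargin alone and 5% DMSO vehicle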
# human PMI inhibitors = human PMI inhibitors, high substrate, primary screen, biochemical, fluorescence intensity, high mannose 6-phosphate (AID 1220). Mannose-6-phosphate isomerase (Homo sapiens). inhibition, % at 20 µM, or IC50 in µM where a hit was titrated. 190,000 tested, 0.66% active. recombinant PMI enzyme, coupled fluorescence intensity; higher % means a stronger effect; in the data active = inhibition above about 50%
# P. falciparum M17LAP = P. falciparum M17LAP inhibitors, primary screen, biochemical, fluorogenic H-Leu-NHMec substrate, 1536-well (AID 1619). 220,000 tested, 0.38% active. recombinant M17LAP, H-Leu-NHMec fluorogenic kinetic assay; higher % means a stronger effect. one-dose inhibition, % at 30 µM; IC50 in µM for titrated hits. Leucine aminopeptidase (Plasmodium falciparum (isolate 3D7));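 active = compound inhibiting the enzyme by more than half at any dose during confirmatory dose-response retesting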;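 note: plate controls were full reaction with DMSO carrier for no effect and no enzyme background for full effect; strong numbers were not always called active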
# An asterisk follows results filed as active; i = inactive; . = not tested or not shown.
(1) COc1cccc(NC(=S)N(CCCN2CCOCC2)Cc2cn(C)c3ccccc23)c1
(2) O=C(CSc1nc2ccccc2c(=O)[nH]1)c1ccc(O)cc1O
(3) CCNC(=O)c1ccc(NS(=O)(=O)c2ccccc2)cc1
(4) CC1=NN(c2nc(-c3ccc(C)cc3)cs2)C(=O)C1N=Nc1ccc(C(N)=O)cc1 (stereo unspecified)
(5) Cc1ccc(-c2nn(CC(=O)Nc3cccnc3)c(=O)c3ccccc23)cc1
(6) O=C(O)C1C2C=CC(C2)C1C(=O)NCCc1ccncc1 (stereo unspecified)
(7) CC1CCCCN1C(=O)COc1ccc2ccc(=O)oc2c1 (stereo unspecified)
(8) O=C(CN1C(=O)c2ccccc2C1=O)NCc1ccncc1
(9) O=[N+]([O-])c1ccccc1CNC(Cc1ccccc1)c1ccccc1 (stereo unspecified)
(10) CC1Cc2ccccc2N1S(=O)(=O)c1cccc(C(=O)NCCCn2ccnc2)c1 (stereo unspecified)
assay / compound	1	2	3	4	5	6	7	8	9	10
Yfh1-off respiration	i	i	i	i	i	i	i	i	i	i
PhoP inhibition	-3%	-2%	-6%	1%	-2%	-3%	-2%	3%	-7%	-10%
West Nile virus CPE	1.2%	1.1%	-0.8%	16%	0.1%	0.3%	0.5%	-0.8%	-0.5%	-1.8%
M1AAP inhibition	-3%	12%	0%	7%	6%	11%	-2%	9%	5%	2%
Siah-1 displacement	-4%	0%	2%	-1%	4%	8%	2%	-2%	-2%	-6%
XIAP antagonists	-5.9%	-9.4%	-6.6%	-9.3%	-14%	-6.0%	-6.5%	-5.3%	-14%	-7.3%
ER stress rescue	-1.1%	-3.3%	.	-0.5%	-0.5%	-2.0%	-0.4%	-0.9%	-0.5%	-2.2%
human PMI inhibitors	-3%	1%	12%	11%	11%	1%	14%	2%	6%	3%
P. falciparum M17LAP	-20%	10%	-11%	-2%	4%	1%	-3%	-2%	-8%	18%

(11) Cc1cc(C)n2cnnc2n1
(12) Cc1ccc(C(=O)NC(=S)NCC(=O)c2ccccc2)cc1
(13) COc1ccc(-c2ccc(-c3nnn(CC(C)=O)n3)cc2)cc1
(14) CCOC(=O)CC1C(=O)NCCN1Cc1cccs1 (stereo unspecified)
(15) O=C(O)C1CCCN(S(=O)(=O)c2cccs2)C1 (stereo unspecified)
(16) O=C(Nc1cc(F)cc(F)c1)c1ccc(NCCc2ccccc2)c([N+](=O)[O-])c1
(17) CCCCOC(=O)CNc1n[nH]c(=S)[nH]c1=O
(18) Cc1ccc(CNC(=O)C2CC(=O)N(c3ccc(OCC(=O)N4CCCC4)cc3)C2)cc1 (stereo unspecified)
(19) Cc1cccc(-n2c(-c3csc(C)c3)n[nH]c2=S)c1
(20) CCOc1ccc(NC(=O)C2CC(C)=C(C)CC2C(=O)O)cc1 (stereo unspecified)
assay / compound	11	12	13	14	15	16	17	18	19	20
Yfh1-off respiration	i	i	i	i	i	i	i	i	i	i
PhoP inhibition	-1%	-3%	-8%	-5%	-7%	-14%	-17%	0%	6%	-8%
West Nile virus CPE	0.2%	0.1%	-0.2%	0.5%	1.1%	0.4%	0.7%	0.2%	1.1%	-0.1%
M1AAP inhibition	2%	0%	1%	1%	-2%	3%	6%	5%	4%	0%
Siah-1 displacement	1%	3%	7%	0%	4%	-5%	-1%	-6%	-2%	2%
XIAP antagonists	.	-4.8%	-5.9%	-6.3%	-0.2%	-11%	-4.1%	-2.6%	-7.2%	2.1%
ER stress rescue	.	2.0%	-1.0%	-1.0%	0.5%	8.8%	1.7%	-4.5%	0.3%	-3.3%
human PMI inhibitors	.	13%	-2%	-6%	-3%	-2%	-15%	0%	-6%	1%
P. falciparum M17LAP	-1%	2%	-14%	-2%	-5%	5%	-7%	12%	15%	21µM*

(21) COc1ccc(/C=C/C(=O)OCC(=O)Nc2ccc(N3CCOCC3)cc2)cc1
(22) C#CCOCCOCCOCCNc1nc(N2CCN(C(=O)C([C@@H](C)CC)n3cc(C(N)Cc4ccc(O)cc4)nn3)CC2)nc(N2CCN(C(=O)[C@H](CCC(=O)O)n3cc(C(N)Cc4ccc(O)cc4)nn3)CC2)n1 (stereo partly specified)
(23) Cc1ccsc1/C=N/NC(=O)c1c[nH]c2ccccc12
(24) CCO[C@@H]1OC(C(=O)N2CCCCCCC2)=C[C@H](c2cn(C(C)=O)c3ccccc23)[C@H]1CCCO
(25) COc1ccc(NC(=O)C2CCCN(S(=O)(=O)c3cccnc3)C2)cc1 (stereo unspecified)
(26) CCNc1nc(NC(C)(C)C)nc(Oc2ccc(=O)n(-c3ccccc3)n2)n1
(27) c1ccc(Cn2cc(CN3CCCCO3)c(-c3ccc4c(c3)OCO4)n2)cc1
(28) O=c1c(Cc2ccc(F)cc2)c(O)ccn1C1CC1
(29) NS(=O)(=O)c1cc(C(=O)OCC(=O)c2ccc3c(c2)OCCO3)ccc1Cl
(30) N#Cc1c(Nc2cccc(F)c2)sc2c(O)cc(=O)[nH]c12
assay / compound	21	22	23	24	25	26	27	28	29	30
Yfh1-off respiration	i	i	i	.	i	i	i	i	i	i
PhoP inhibition	-2%	3%	15%	-5%	-5%	1%	-2%	-7%	17%	-3%
West Nile virus CPE	.	0.0%	0.4%	.	-0.9%	-0.7%	-0.8%	0.2%	0.4%	-0.4%
M1AAP inhibition	-5%	4%	14%	1%	6%	-4%	13%	2%	-8%	13%
Siah-1 displacement	0%	-2%	3%	-1%	-1%	-4%	-7%	-2%	14%	3%
XIAP antagonists	-5.0%	-0.3%	-2.8%	-4.7%	-0.5%	-13%	1.1%	-10%	-3.6%	-1.4%
ER stress rescue	1.5%	-0.7%	-2.2%	5.8%	-0.3%	-1.4%	0.7%	-2.3%	-0.3%	-1.0%
human PMI inhibitors	-3%	-6%	0%	9%	0%	-9%	7%	10%	6%	56%*
P. falciparum M17LAP	11%	6%	5%	-1%	-6%	-4%	2%	-1%	-8%	10%

# Brought forward from above: two compounds, then new ones.
(29) NS(=O)(=O)c1cc(C(=O)OCC(=O)c2ccc3c(c2)OCCO3)ccc1Cl
(30) N#Cc1c(Nc2cccc(F)c2)sc2c(O)cc(=O)[nH]c12
(31) CCCN1Cc2cccc(C(=O)Nc3ccc(S(=O)(=O)N4CCCCCC4)cc3)c2C1=O
(32) CC1CN(c2cc(=O)n(-c3cccc(Br)c3)c(=O)[nH]2)CC(C)O1 (stereo unspecified)
(33) Cc1ccc(NC(=O)CSc2nc(NS(=O)(=O)c3ccc(C)cc3)cc(=O)[nH]2)cc1
(34) Cn1nc(-c2ccc(C(=O)Nc3cccnc3)cc2)c2ccccc2c1=O
(35) Cc1ccc(S(=O)(=O)N(C)c2ccc(OCC(=O)Nc3nnc(C4CC4)s3)cc2)cc1
(36) COc1ccc(CCNC(=O)Cn2c(=O)n(CCCC(=O)NCc3ccco3)c(=O)c3sccc32)cc1OC
(37) COc1ccc(NS(=O)(=O)c2ccc(NS(=O)(=O)c3ccc(SC)cc3)cc2)c(OC)c1
(38) O=C(COc1ccc(-n2cnnn2)cc1)NC(=O)NCc1ccccc1
(39) FC(F)(F)c1ccccc1NC(=S)NN1CCOCC1
(40) CCOc1cc(/C=N/Nc2nc(N3CCCCC3)nc(N3CCCCC3)n2)ccc1OC(=O)c1ccco1
assay / compound	29	30	31	32	33	34	35	36	37	38	39	40
Yfh1-off respiration	i	i	i	i	i	i	i	i	i	i	i	i
PhoP inhibition	17%	-3%	0%	9%	-6%	-5%	-14%	-3%	-6%	5%	6%	-9%
West Nile virus CPE	0.4%	-0.4%	-0.4%	0.3%	0.1%	1.1%	-0.4%	1.2%	1.2%	-0.3%	-0.9%	-0.6%
M1AAP inhibition	-8%	13%	4%	1%	5%	-7%	7%	-11%	7%	-4%	0%	16%
Siah-1 displacement	14%	3%	2%	6%	4%	-2%	-1%	2%	0%	0%	6%	-6%
XIAP antagonists	-3.6%	-1.4%	-3.9%	-3.3%	-8.7%	-10%	-10%	-8.8%	3.2%	-2.0%	-4.1%	-3.3%
ER stress rescue	-0.3%	-1.0%	1.1%	3.9%	2.3%	-2.1%	3.0%	-3.4%	-1.3%	-0.4%	0.4%	0.2%
human PMI inhibitors	6%	56%*	5%	1%	-2%	-6%	20%	8%	2%	7%	-6%	21%
P. falciparum M17LAP	-8%	10%	-3%	-1%	29%	-1%	2%	23%	-3%	11%	13%	9%

# The closing two records of the section before are carried over, then new ones follow.
(39) FC(F)(F)c1ccccc1NC(=S)NN1CCOCC1
(40) CCOc1cc(/C=N/Nc2nc(N3CCCCC3)nc(N3CCCCC3)n2)ccc1OC(=O)c1ccco1
(41) Cc1ccc(SCCNC(=O)/C=C/c2ccc(Cl)cc2)cc1
(42) CC(C)(C)SCCNC(=O)CN(c1ccccc1)S(=O)(=O)c1ccc(F)cc1
(43) CN(C)CCCNCC(=O)Nc1ccccc1N1CCOCC1
(44) O=[N+]([O-])c1cc2c(cc1/C=N/n1c(-c3ccccc3)n[nH]c1=S)OCO2
(45) COc1cccc(NC(=O)CSc2nnc(Cn3cnc([N+](=O)[O-])n3)n2C)c1
(46) C#CCn1c(=O)cc(C)c2ccccc21
(47) Cc1ccc(N2C(=O)C(CN3CCCC3)C2c2ccccc2)cc1 (stereo unspecified)
(48) COc1ccc(-n2c(COc3cccc4ccccc34)nnc2SC(C)C(=O)O)cc1 (stereo unspecified)
(49) COc1ccc(C(c2nnnn2C2CCCC2)N2CCC(C)CC2)cc1 (stereo unspecified)
(50) Cc1cnc(C(=O)Nc2ccc3c(c2)CCC3)cn1
assay / compound	39	40	41	42	43	44	45	46	47	48	49	50
Yfh1-off respiration	i	i	i	i	i	i	i	i	i	i	i	i
PhoP inhibition	6%	-9%	-24%	-6%	-3%	-3%	-6%	-4%	-8%	4%	8%	-4%
West Nile virus CPE	-0.9%	-0.6%	0.5%	-0.1%	0.2%	1.0%	-0.1%	0.4%	-0.3%	-0.1%	-0.3%	-0.5%
M1AAP inhibition	0%	16%	-4%	-2%	-5%	16%	5%	2%	1%	4%	0%	-5%
Siah-1 displacement	6%	-6%	8%	8%	10%	-7%	3%	1%	0%	3%	3%	3%
XIAP antagonists	-4.1%	-3.3%	-7.6%	-1.1%	-7.7%	-2.2%	-4.4%	-8.0%	-4.0%	-9.9%	-10%	0.1%
ER stress rescue	0.4%	0.2%	-2.3%	1.8%	-0.9%	-1.2%	1.6%	-0.2%	-1.4%	-0.9%	4.4%	-1.7%
human PMI inhibitors	-6%	21%	-13%	-8%	0%	-3%	9%	2%	1%	.	6%	-28%
P. falciparum M17LAP	13%	9%	-15%	-2%	8%	30%	8%	3%	-3%	29%	8%	-6%

# Hits appear at their usual frequency; 1.6% or so of the library scored in one or more.
